LMP1 NFkB inh – Epstein-Barr LMP1 NF-kappaB reporter inhibition | actives 0.69% (n = 350,000) | inhibition, % at 12.5 µM | LMP1-induced NF-kappaB luciferase reporter cells, luminescence; in the data active = inhibition above about 41%;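 also: 0% = neutral control wells and 100% = reference inhibitor control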
SRC2 inh – human SRC2 (NCOA2) inhibition; inhibition, % at 9 µM; actives 0.17% (n = 370,000); AID 651957; Q15596; HEK293 GAL4-SRC2 luciferase reporter, luminescence;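 active = inhibition above the mean inhibition of all tested compounds plus 3 SD, set per campaign, cut at about 52% in these data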;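 also: 0% = DMSO treated cells and 100% = cells given Gossypol at 36 µM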
TROY signal inh – blocks TROY-dependent signaling in reporter cells. Q293 LMP1-TROYcd NF-kB luciferase reporter, 4 h. inhibition, % at 10 µM. actives 0.98% (n = 360,000);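 active = compounds whose plate-normalised and pattern-corrected inhibition of the luciferase reporter signal at the single screening dose is 50% or more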
TWEAK Fn14 block – blocks TWEAK-Fn14 interaction in a reporter cell assay. TWEAK-stimulated Fn14 reporter cells, luciferase luminescence, 8 h. inhibition, % at 10 µM. actives 2% (n = 360,000). AID 1159606; in the data active = inhibition above about 50%
COUP-TFII inh – inhibitors of human COUP-TFII (NR2F2); inhibition, % at 8.6 µM; actives 0.7% (n = 370,000); P24468; HEK293T NGFI-A luciferase reporter, luminescence;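 active = inhibition above a per-plate cutoff, mean inhibition of test wells between control levels plus 3 SD, cut at about 38% in these data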;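 also: cells cotransfected with COUP-TFII expression vector driving the NGFI-A reporter; 0% = median of COUP-TF2 test wells and 100% = reporter-only cells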
Target sequence (P24468 whole entry, looked up): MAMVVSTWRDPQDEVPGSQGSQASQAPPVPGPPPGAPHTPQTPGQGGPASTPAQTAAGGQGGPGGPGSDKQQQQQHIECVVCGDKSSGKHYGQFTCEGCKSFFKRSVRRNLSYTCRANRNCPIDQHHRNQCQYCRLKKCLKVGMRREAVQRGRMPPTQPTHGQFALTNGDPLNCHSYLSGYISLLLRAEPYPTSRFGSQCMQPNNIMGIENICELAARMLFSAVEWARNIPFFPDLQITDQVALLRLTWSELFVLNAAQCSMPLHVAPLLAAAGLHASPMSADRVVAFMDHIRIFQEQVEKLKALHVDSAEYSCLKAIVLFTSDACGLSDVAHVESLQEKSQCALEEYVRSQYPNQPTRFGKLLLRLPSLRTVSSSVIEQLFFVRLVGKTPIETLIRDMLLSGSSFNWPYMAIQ
SRC1 inh – human NCOA1 inhibition; HEK293 GAL4-SRC1 luciferase reporter, luminescence; inhibition, % at 3.6 µM; actives 0.12% (n = 360,000);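 active = inhibition above the campaign mean plus 3 SD, with each screening campaign given its own cutoff, cut at about 60% in these data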;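 also: 0% = DMSO treated cells and 100% = gossypol at 36 µM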
KKLEB tox – counter-screen for CF NF-kB inhibitors: cytotoxicity. KKLEB CF airway cells viability, ATPlite luminescence, overnight; stronger effect = lower value; cells stimulated with P. aeruginosa culture filtrate. AID 602141. activity change (cytotoxicity), % at 5 µM. actives 0.36% (n = 360,000);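 active = corrected activity change at or below -50% at 5 µM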
CF NFkB inh – inhibitors of cystic fibrosis induced NF-kB | KKLEB NF-kB-GFP reporter, PAF-induced, GFP fluorescence overnight | inhibition, % at 5 µM | actives 0.86% (n = 360,000) | AID 588850;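 active = at least 50% inhibition at 5 µM, scaled per plate between neutral and stimulator controls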;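 also: PAF is a Pseudomonas aeruginosa culture filtrate used as stimulus; plate controls were PAF-stimulated DMSO wells for no effect and unstimulated DMSO wells for full effect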
SRC3 inh – human NCOA3 inhibition | Q9Y6Q9 | HEK293 GAL4-SRC3 luciferase reporter, luminescence | inhibition, % at 3.6 µM | actives 0.17% (n = 360,000) | AID 588352;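 active = inhibition above a per-campaign cutoff, the mean of all compounds plus 3 SD, cut at about 60% in these data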;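 also: 0% = DMSO-treated cells and 100% = gossypol-treated cells at 36 µM; higher means less SRC3-driven luciferase light from the GAL4 reporter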
C8 TRAIL sens – caspase-8 TRAIL sensitization; actives 1% (n = 360,000); AID 624354; inhibition (viability loss, TRAIL sensitization), % at 10 µM; NB7+C8 cells + TRAIL, ATPlite viability luminescence;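 active = compounds causing at least 50% loss of cell viability in the single-dose screen, relative to plate controls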
NR5A2 inv ag – suppresses constitutive activity of human LRH-1. HEK293T StAR-luciferase reporter, LRH-1 transfected, 24 h. inhibition, % at 3.6 µM. O00482. actives 0.13% (n = 360,000);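 active = inhibition above the mean inhibition of all tested compounds plus 3 SD, cut at about 73% in these data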;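 also: 0% = DMSO wells and 100% = reporter-only cells lacking LRH-1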
Target sequence (O00482 whole entry, looked up): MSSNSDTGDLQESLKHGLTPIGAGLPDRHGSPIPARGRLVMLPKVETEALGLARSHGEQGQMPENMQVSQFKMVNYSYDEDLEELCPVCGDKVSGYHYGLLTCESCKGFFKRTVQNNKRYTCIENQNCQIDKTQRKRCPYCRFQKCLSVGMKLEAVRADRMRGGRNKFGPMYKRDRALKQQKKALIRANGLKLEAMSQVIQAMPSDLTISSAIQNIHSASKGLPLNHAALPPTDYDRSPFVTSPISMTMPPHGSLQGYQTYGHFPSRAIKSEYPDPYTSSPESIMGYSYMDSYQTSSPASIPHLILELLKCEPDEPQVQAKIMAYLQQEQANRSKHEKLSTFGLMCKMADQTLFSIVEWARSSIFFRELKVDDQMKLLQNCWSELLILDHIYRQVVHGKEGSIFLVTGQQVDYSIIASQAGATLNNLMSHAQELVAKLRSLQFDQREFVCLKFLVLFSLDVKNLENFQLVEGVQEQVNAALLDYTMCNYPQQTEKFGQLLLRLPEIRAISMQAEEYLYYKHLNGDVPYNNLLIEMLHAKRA
The depositor's hits bear a star.

O=C(c1cc(-c2ccc(F)cc2)no1)N1CCN(Cc2ccc3c(c2)OCO3)CC1 was read as LMP1 NFkB inh -2, SRC2 inh -1, TROY signal inh 15, TWEAK Fn14 block -8, COUP-TFII inh 9, SRC1 inh -3, KKLEB tox 6, CF NFkB inh -16, SRC3 inh -4, C8 TRAIL sens 8 and NR5A2 inv ag 2.
For O=C(CSc1n[nH]c(-c2cccnc2)n1)Nc1ccnc2ccccc12 the results were LMP1 NFkB inh -4, SRC2 inh -9, TROY signal inh 29, TWEAK Fn14 block -2, COUP-TFII inh -8, SRC1 inh 10, KKLEB tox 7, CF NFkB inh 7, SRC3 inh 0, C8 TRAIL sens -1 and NR5A2 inv ag -12.
`O=C(NN1C(=O)NC2(CCCCC2)C1=O)c1ccc(Cl)s1` gave LMP1 NFkB inh 0, SRC2 inh -4, TROY signal inh 9, TWEAK Fn14 block 0, COUP-TFII inh -8, SRC1 inh -8, KKLEB tox 2, CF NFkB inh 6, SRC3 inh -2, C8 TRAIL sens -3 and NR5A2 inv ag 9.
For COc1ccc(C(Nc2ccccn2)c2c(NC(=O)c3ccco3)sc(C)c2C)cc1OC (stereo not drawn) the results were LMP1 NFkB inh -4, SRC2 inh -43, TROY signal inh -6, TWEAK Fn14 block 4, COUP-TFII inh -17, SRC1 inh -39, KKLEB tox -7, CF NFkB inh -1, SRC3 inh -13, C8 TRAIL sens -5 and NR5A2 inv ag -47.
Screening COc1cccc(NC(=O)CCNS(=O)(=O)c2ccc3c(c2)CC(C)N3C(=O)C2CC2)c1 (stereo not drawn) returned LMP1 NFkB inh -2, SRC2 inh 6, TROY signal inh -1, TWEAK Fn14 block 6, COUP-TFII inh -2, SRC1 inh 2, KKLEB tox -1, CF NFkB inh 16, SRC3 inh 17, C8 TRAIL sens -1 and NR5A2 inv ag -13.
`CCC(c1nnnn1C(C)(C)C)N1CCN(C2CCCC2)CC1` (stereo not drawn) gave LMP1 NFkB inh 1, SRC2 inh -4, TROY signal inh 0, TWEAK Fn14 block 2, COUP-TFII inh 4, SRC1 inh -5, KKLEB tox 1, CF NFkB inh -7, SRC3 inh 9, C8 TRAIL sens 18 and NR5A2 inv ag 13.
Screening O=Cc1cc(N=Nc2ccc(S(=O)(=O)O)cc2)ccc1O returned LMP1 NFkB inh -11, SRC2 inh -7, TROY signal inh 11, TWEAK Fn14 block -1, COUP-TFII inh 3, SRC1 inh -3, KKLEB tox 13, CF NFkB inh 5, SRC3 inh 5, C8 TRAIL sens -20 and NR5A2 inv ag -10.
Screening CC(C)c1ccc(N(CC(=O)N/N=C/c2ccc(OC3CSC3)cc2)S(=O)(=O)c2ccccc2)cc1 returned LMP1 NFkB inh 6, SRC2 inh -18, TROY signal inh 0, TWEAK Fn14 block 0, COUP-TFII inh 8, SRC1 inh 2, KKLEB tox 9, CF NFkB inh -29, SRC3 inh 9, C8 TRAIL sens 0 and NR5A2 inv ag -1.
`Cc1ccc(C)c(NC(=O)c2ccccc2NS(=O)(=O)c2cc([N+](=O)[O-])ccc2C)c1` gave LMP1 NFkB inh 31, SRC2 inh 12, TROY signal inh 55*, TWEAK Fn14 block 58*, COUP-TFII inh 18, SRC1 inh 28, KKLEB tox -44, CF NFkB inh 33, SRC3 inh 36, C8 TRAIL sens 45 and NR5A2 inv ag 2.
`Cc1ccc(C(=O)Nc2cccnc2)cc1S(=O)(=O)N1CCCCC1` gave LMP1 NFkB inh -10, SRC2 inh 11, TROY signal inh -19, TWEAK Fn14 block 17, COUP-TFII inh 15, SRC1 inh -8, KKLEB tox 2, CF NFkB inh 12, SRC3 inh 8, C8 TRAIL sens 8 and NR5A2 inv ag -7.
CC(=O)c1cccc(NC(=O)C2CCN(C(=O)c3cccs3)CC2)c1 was read as LMP1 NFkB inh 0, SRC2 inh -16, TROY signal inh 10, TWEAK Fn14 block 16, COUP-TFII inh -18, SRC1 inh -16, KKLEB tox 3, CF NFkB inh -6, SRC3 inh 0, C8 TRAIL sens 7 and NR5A2 inv ag -4.
`Cc1ccc(S(=O)(=O)N/N=C/c2cc(Br)ccc2O)cc1` gave LMP1 NFkB inh -160, SRC2 inh -17, TROY signal inh -4, TWEAK Fn14 block -36, COUP-TFII inh -3, SRC1 inh -10, KKLEB tox -5, CF NFkB inh -12, SRC3 inh -4, C8 TRAIL sens 5 and NR5A2 inv ag 19.
Cc1[nH][nH]c(=O)c1C(c1ccccc1[N+](=O)[O-])C(C#N)C#N (stereo not drawn) was read as LMP1 NFkB inh -4, SRC2 inh 0, TROY signal inh 2, TWEAK Fn14 block 5, COUP-TFII inh -2, SRC1 inh 0, KKLEB tox -9, CF NFkB inh -6, SRC3 inh 3, C8 TRAIL sens 5 and NR5A2 inv ag 12.
Screening COc1cc(NC(=S)N2CCN(c3ccccn3)CC2)c(OC)cc1Cl returned LMP1 NFkB inh -2, SRC2 inh -27, TROY signal inh -25, TWEAK Fn14 block -4, COUP-TFII inh -7, SRC1 inh -6, KKLEB tox 1, CF NFkB inh 4, SRC3 inh 4, C8 TRAIL sens -11 and NR5A2 inv ag 11.
O=C(N/C(=C/c1ccccc1Cl)C(=O)N1CCCCC1)c1ccco1 was read as LMP1 NFkB inh -2, SRC2 inh -5, TROY signal inh 18, TWEAK Fn14 block -8, COUP-TFII inh -10, SRC1 inh 10, KKLEB tox 2, CF NFkB inh -22, SRC3 inh 25, C8 TRAIL sens -3 and NR5A2 inv ag 22.
`CS(=O)(=O)CCC(C(=O)OCc1ccc(Br)cc1)N1C(=O)c2ccccc2C1=O` (stereo not drawn) gave LMP1 NFkB inh -5, SRC2 inh -24, TROY signal inh -1, TWEAK Fn14 block 1, COUP-TFII inh 0, SRC1 inh -1, KKLEB tox 4, CF NFkB inh -18, SRC3 inh 7, C8 TRAIL sens -5 and NR5A2 inv ag 1.
Screening COc1[nH]c2ccc(F)cc2c1C(=O)OCC1CCN(CCNS(C)(=O)=O)CC1 returned LMP1 NFkB inh 10, SRC2 inh 6, TROY signal inh 7, TWEAK Fn14 block 1, COUP-TFII inh -11, SRC1 inh 2, KKLEB tox -16, CF NFkB inh -2, SRC3 inh -7, C8 TRAIL sens 3 and NR5A2 inv ag 6.
Screening O=C(CCN1c2ccccc2Sc2ccccc21)OCC(=O)N1CCN(C(=O)c2ccco2)CC1 returned LMP1 NFkB inh 1, SRC2 inh -3, TROY signal inh -3, TWEAK Fn14 block 13, COUP-TFII inh -15, SRC1 inh -8, KKLEB tox 6, CF NFkB inh 1, SRC3 inh 18, C8 TRAIL sens -11 and NR5A2 inv ag 13.
`C=C1C[C@@H]2C[C@@H]2CN(S(=O)(=O)c2ccc(C)cc2)[C@@H]1COCc1ccccc1` gave SRC2 inh -16, TROY signal inh 1, TWEAK Fn14 block -16, COUP-TFII inh 40*, C8 TRAIL sens 10 and NR5A2 inv ag 19.
`COc1ccc2c(c1)C(c1cccs1)=NNC(c1ccncc1)=N2` gave LMP1 NFkB inh -10, SRC2 inh -2, TROY signal inh 24, TWEAK Fn14 block -18, COUP-TFII inh 1, SRC1 inh 1, KKLEB tox -5, CF NFkB inh -4, SRC3 inh -4, C8 TRAIL sens 8 and NR5A2 inv ag 13.
For COC(=O)C(C)N1C(=O)S/C(=C/c2cc(C)n(C(C)C)c2C)C1=O (stereo not drawn) the results were LMP1 NFkB inh -22, SRC2 inh -56, TROY signal inh -36, TWEAK Fn14 block 7, COUP-TFII inh -19, SRC1 inh -89, KKLEB tox -5, CF NFkB inh 7, SRC3 inh -74, C8 TRAIL sens 40 and NR5A2 inv ag -113.
`CCC(CC)CN1CCC(CN2C(=S)NC[C@@H]2[C@@H](C)CC)CC1` gave LMP1 NFkB inh 4, SRC2 inh 3, TROY signal inh -1, TWEAK Fn14 block 7, COUP-TFII inh -10, SRC1 inh -2, KKLEB tox 18, CF NFkB inh -19, SRC3 inh -6, C8 TRAIL sens 11 and NR5A2 inv ag -20.
Screening COc1cc(C(C)=O)ccc1OCC(O)CNCC1(N2CCCCC2)CCCCC1 (stereo not drawn) returned LMP1 NFkB inh -7, SRC2 inh 22, TROY signal inh -9, TWEAK Fn14 block 11, COUP-TFII inh -13, SRC1 inh -3, KKLEB tox 3, CF NFkB inh 8, SRC3 inh 0, C8 TRAIL sens 9 and NR5A2 inv ag 9.
COc1ccc(C(=O)N2CCN(Cc3ccc4c(c3)OCO4)CC2)cc1[N+](=O)[O-] was read as LMP1 NFkB inh 12, SRC2 inh -6, TROY signal inh 15, TWEAK Fn14 block 11, COUP-TFII inh 21, SRC1 inh 0, KKLEB tox -6, CF NFkB inh 6, SRC3 inh -9, C8 TRAIL sens 22 and NR5A2 inv ag 14.
Cc1nn(CCC(=O)NCCc2ccccc2Cl)c(=O)c2nn(-c3ccccc3)c(C)c12 was read as LMP1 NFkB inh -1, SRC2 inh 6, TROY signal inh -17, TWEAK Fn14 block 34, COUP-TFII inh -20, SRC1 inh 12, KKLEB tox 3, CF NFkB inh 6, SRC3 inh 8, C8 TRAIL sens -5 and NR5A2 inv ag 0.
For COc1ccc(OC)c(N2Cc3cc(C)c(C)cc3C2)c1 the results were LMP1 NFkB inh -17, SRC2 inh -29, TROY signal inh -6, TWEAK Fn14 block -13, COUP-TFII inh -11, SRC1 inh -7, KKLEB tox -11, CF NFkB inh 6, SRC3 inh -13, C8 TRAIL sens -19 and NR5A2 inv ag 3.
CCOc1ccc(N(C)S(=O)(=O)c2ccc(C)c(C(=O)N3CCN(Cc4ccc5c(c4)OCO5)CC3)c2)cc1 was read as LMP1 NFkB inh 13, SRC2 inh -7, TROY signal inh 40, TWEAK Fn14 block -5, COUP-TFII inh 10, SRC1 inh 7, KKLEB tox -7, CF NFkB inh -8, SRC3 inh 20, C8 TRAIL sens 13 and NR5A2 inv ag 16.
Screening CN(CC(=O)Nc1ccc(Cl)c(Cl)c1)C(=O)CN1C(=O)NC2(CCCC2)C1=O returned LMP1 NFkB inh -7, SRC2 inh -36, TROY signal inh 29, TWEAK Fn14 block -8, COUP-TFII inh 2, SRC1 inh -7, KKLEB tox 0, CF NFkB inh 7, SRC3 inh 10, C8 TRAIL sens -3 and NR5A2 inv ag 16.
`Cc1cc(/N=C/C=C2/N(C)c3ccccc3C2(C)C)n(CCC#N)n1` gave LMP1 NFkB inh -2, SRC2 inh 10, TROY signal inh -3, TWEAK Fn14 block 13, COUP-TFII inh 10, SRC1 inh 8, KKLEB tox 2, CF NFkB inh 4, SRC3 inh 0, C8 TRAIL sens 3 and NR5A2 inv ag 8.

Quoted at random: 2 entries already listed
Screening CN(CC(=O)Nc1ccc(Cl)c(Cl)c1)C(=O)CN1C(=O)NC2(CCCC2)C1=O returned LMP1 NFkB inh -7, SRC2 inh -36, TROY signal inh 29, TWEAK Fn14 block -8, COUP-TFII inh 2, SRC1 inh -7, KKLEB tox 0, CF NFkB inh 7, SRC3 inh 10, C8 TRAIL sens -3 and NR5A2 inv ag 16.
`CCC(CC)CN1CCC(CN2C(=S)NC[C@@H]2[C@@H](C)CC)CC1` gave LMP1 NFkB inh 4, SRC2 inh 3, TROY signal inh -1, TWEAK Fn14 block 7, COUP-TFII inh -10, SRC1 inh -2, KKLEB tox 18, CF NFkB inh -19, SRC3 inh -6, C8 TRAIL sens 11 and NR5A2 inv ag -20.

Source: PubChem
